Compound activity as filed in PubChem BioAssay.
TSHR antagonist: antagonists of human thyroid stimulating hormone receptor; TSHR-expressing cells, TSH-stimulated cAMP HTRF, 2 h; stronger effect = lower value; activity change, negative = inhibition, % at 11.5 µM; hit rate 0.2% among 330,000; AID 504810;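 active means activity change below a set negative limit, meaning inhibition stronger than a set level, cut at about -70% in these data; inconclusive means activity change between two set negative limits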; further: on the % scale 0 is the no-effect control and ±100 the full control effect
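TSHR-expressing cells, 200/well, pre-treated with compound, then stimulated with EC80 TSH (4nM final) for 2 hours at 37 deg C. cAMP measured by competitive HTRF: anti-cAMP cryptate antibody in lysis buffer plus cAMP-d2, read after 30 minutes at room temperature.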
KCNH2 WT inh: blocks the wildtype human KCNH2 potassium channel | Q12809 | U2OS, BacMam KCNH2, thallium flux FluxOr; stronger effect = lower value | activity change, % at 1.84 µM | hit rate 0.37% among 340,000;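 active means maximum activity change below -70%; inconclusive means maximum activity change between -70% and -50%; inactive means maximum activity change above -50%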; further: on the % scale 0 is the no-effect control and ±100 the full control effect
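U2OS cells were transduced with wild-type KCNH2 virus (2.03 x 10^8 / mL) for 4 h at room temperature, then cultured overnight at 37 C. Thallium flux was read with FluxOr dye. Rate constants were normalized to DMSO controls.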
MLL CXXC-DNA inh: blocks binding of human MLL CXXC domain to DNA; AID 2662; Q03164; Potency, µM (highest dose often 115 µM), inactives show at the top dose activity change, negative = inhibition, usual class: inhibitors; MLL-CXXC / FITC-HOXA9 DNA fluorescence polarization; hit rate 0.037% among 290,000; active means well fitted inhibition curve with a large enough effect in the polarisation, with a control signal flat, not every such curve was filed as active; inconclusive means small, poorly fitted or top-dose-only effect, or effect the other way, or a change in a side signal; inactive means no such curve, though single readings can be large or run the other way; the % refers to the polarisation; further: potency means the concentration at half of the fitted maximal effect
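Steps: dispense CXXC domain solution (7 uM) → pin compounds or unlabeled HOX-A9 DNA control → 5 min ambient → add FLSN-HOX-A9 solution (50 nM) → spin → 30 min ambient → fluorescence polarization. Tris pH 7.5/NaCl/DTT/BSA buffer.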
Giardia killer: Giardia lamblia killing | Giardia lamblia trophozoite viability | activity change, % at 7.66 µM, hits read low | hit rate 0.15% among 340,000; in the data active means activity change below about -80%; inconclusive means between about -30% and that limit;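 further: parasites exposed to compound for two days anaerobically before the ATP read; on the % scale 0 is the no-effect control and ±100 the full control effect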
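Luminescence from cellular ATP indicates surviving trophozoites (100 cells/well) following 48 hrs anaerobic compound treatment at 37 deg C; signal develops 15-30 min at room temperature.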
GALK inhibitor: blocks human galactokinase activity. AID 1868. Purified GALK, Kinase-Glo residual ATP luminescence. P51570. hit rate 0.007% among 270,000. Potency, µM (top dose mostly 57.5 µM), for inactives: at the top dose activity change, negative = inhibition, hits mostly inhibitors; further: potency means the concentration at half of the fitted maximal effect; on the % scale 0 is the no-effect control and ±100 the full control effect
Target sequence (P51570 whole entry, looked up): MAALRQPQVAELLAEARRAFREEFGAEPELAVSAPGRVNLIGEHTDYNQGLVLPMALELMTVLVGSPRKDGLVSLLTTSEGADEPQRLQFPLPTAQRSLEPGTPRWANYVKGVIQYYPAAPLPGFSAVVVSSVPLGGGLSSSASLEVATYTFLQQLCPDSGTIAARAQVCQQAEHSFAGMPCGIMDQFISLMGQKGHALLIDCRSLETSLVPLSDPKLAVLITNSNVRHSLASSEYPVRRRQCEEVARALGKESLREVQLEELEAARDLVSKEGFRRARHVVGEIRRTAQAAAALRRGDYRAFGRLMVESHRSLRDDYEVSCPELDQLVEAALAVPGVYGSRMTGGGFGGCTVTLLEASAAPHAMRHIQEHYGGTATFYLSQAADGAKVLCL
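GALK at 5 nM final was combined with compound, 35 uM ATP and 100 uM galactose in HEPES pH8.0 with MgCl2 and DTT. The reaction ran one hour at room temperature before luminescent ATP detection.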
A-T KAP1 phos: potential ataxia-telangiectasia treatments restoring KAP-1 phosphorylation | […] A-T fibroblasts, KAP-1 phosphorylation AlphaLISA; neocarzinostatin DNA damage 30 min before lysis | Potency, µM (highest dose often 57.5 µM), for the others: at the top dose activation, usual class: activators | hit rate 0.19% among 320,000; further: potency means the concentration at half of the fitted maximal effect; % of control where 0% means no effect; nearly all actives have a fitted effect of over 45% in size
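ATM-like activity read as KAP-1 phosphorylation via AlphaLISA donor/acceptor antibody pairs after lysis and 6 hr at 25C. Cells were ATM-null patient fibroblasts ([…], hTERT), dosed 60 min, then exposed to the DSB inducer NCS for 30 min.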
TCR act: T cell receptor activation | primary human leukocytes, anti-CD3, IL-2 HTRF, 48 h | Potency, µM (titrated, usually from 9.22 µM), for the others: top-dose activation of IL-2 secretion, most hits filed as activators | 330,000 tested, under 10 active; further: % of control where 0% means no effect
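Human primary leukocytes + a-CD3 beads + cpd, 48 hr; IL-2 in supernatant by HTRF (ex 320nm / em 665nm). No co-stimulatory signal supplied.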
FBPA coupling cs: inhibits coupling enzyme system, counter-screen for aldolase hits; coupling enzyme system counterscreen, AmpLite Red fluorescence; activity change, negative = inhibition, % at 58.2 µM, hits read low; hit rate 0.67% among 290,000; in the data active means activity change below about -30%; further: on the % scale 0 is the no-effect control and ±100 the full control effect
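Coupling enzymes only (glyceraldehyde-3-phosphate) + compound, at 57.5 uM final, 10 min RT; add substrate/coupling/AmpLite Red mix, 20 min RT; fluorescence ex 525/em 598 nm. Actives flag coupling-system interference.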
Tb PFK inh: inhibitors of T. brucei phosphofructokinase | O15648 | T. brucei PFK, ADP-Glo luminescence | Potency, µM (series often up to 57.5 µM), inactives show at the highest dose activity, negative = inhibition, hits mostly inhibitors | hit rate 0.17% among 330,000 | AID 485367;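 further: potency means the concentration at half of the fitted maximal effect; 0% = uninhibited 1x PFK enzyme wells and -100% = no-enzyme wells; nearly all actives have a fitted effect of over 60% in size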
Target sequence (O15648 whole entry, looked up): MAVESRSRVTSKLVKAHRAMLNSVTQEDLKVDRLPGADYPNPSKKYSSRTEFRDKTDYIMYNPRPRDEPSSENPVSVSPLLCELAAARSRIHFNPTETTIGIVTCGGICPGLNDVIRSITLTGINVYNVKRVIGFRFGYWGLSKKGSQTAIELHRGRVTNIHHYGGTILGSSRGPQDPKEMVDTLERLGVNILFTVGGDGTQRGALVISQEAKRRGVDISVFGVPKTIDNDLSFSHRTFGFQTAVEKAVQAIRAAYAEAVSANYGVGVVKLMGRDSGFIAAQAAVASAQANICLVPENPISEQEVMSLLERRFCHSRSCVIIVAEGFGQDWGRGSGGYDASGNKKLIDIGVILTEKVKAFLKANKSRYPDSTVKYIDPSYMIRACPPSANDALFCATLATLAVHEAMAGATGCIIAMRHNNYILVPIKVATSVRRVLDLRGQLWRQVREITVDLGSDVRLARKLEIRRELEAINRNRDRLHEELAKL
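Activity is normalized to no-enzyme wells (full inhibition) and 1.25 nM enzyme wells (no inhibition). Reaction: 0.5 mM F6P, 0.1 mM ATP, 45 min RT, ADP-Glo luminescence; concentration-response curves fitted and classed by quality.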
BCR signal inh: chronic active BCR signaling inhibition | hit rate 0.05% among 340,000 | ABC-DLBCL IkBa-CBG/CBR reporter, luminescence ratio, 4 h | Potency, µM (titrated, usually from 46.1 µM), without a hit: at the top dose ratio change, negative = lower green/red ratio, hits mostly inhibitors; active means well fitted inhibition curve with a large enough effect in the signal ratio, with a control signal flat, not every such curve was filed as active; inconclusive means small, poorly fitted or top-dose-only effect, or effect the other way, or a change in a side signal; the % refers to the signal ratio;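 further: potency means the concentration at half of the fitted maximal effect; plate controls were basal doxycycline-induced cells for no effect and cells given 10 µM MG132 for full effect; MG132 reads +100%, hits lower the ratio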
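Cell line TMD8 (human ABC DLBCL), stably expressing tet-inducible CBG68-IkBa fusion and CBR; IMDM/0.5% FBS; cpd up to 46 uM; dox induction, 4 h, 37C/5% CO2; dual luminescence; green/red ratio; MG132 control.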
Starred values were filed as active, the others as inactive; ? = inconclusive; nt = no result given; & = joins results of further samples; [ ] = dose if it differs, or a comment. Unless noted, the call rests on the fitted dose curve; in most records, active means well fitted curve in the direction sought with a large enough effect; inconclusive means small, poorly fitted or top-dose-only effect, or another doubt; inactive means no such curve, though single readings can be large; an effect the other way counts as inactive or inconclusive.

1. O=C(O)c1sc2cc(Cl)ccc2c1Cl
2. C[C@@H]1NCCc2cc(O)c(O)cc21
3. CCCCc1nc2ccccc2c(=O)n1-c1ccc(Cl)cc1[N+](=O)[O-]
4. CC(=NCc1ccco1)c1c(O)n(C)c(=O)n(C)c1=O
5. Cc1ccc(OP(=O)(NC(C)c2ccccc2)Oc2ccc(C)cc2)cc1 (configuration not stated)
6. CNC(C(=O)c1ccccc1)C(OC)c1cccc([N+](=O)[O-])c1 (configuration not stated)
7. COC(=O)C1=C(c2ccc(F)cc2F)C[C@@H]2CC[C@H]1N2C(=O)NCCNC(C)=O
8. COc1cccc(OCCc2c(C)n[nH]c2C)c1
9. O=[N+]([O-])c1ccc2c(c1)C(c1ccccc1)=NCCN2
10. CCN(CC)C(=O)c1ccc(NC(=O)CCCSc2ccccc2)cc1

Compound	1	2	3	4	5	6	7	8	9	10
TSHR antagonist	-9	0	47	16	3	-1	-13	-20	6	4
KCNH2 WT inh	nt	2	0	5	-44	-5	0	9	1	-9
MLL CXXC-DNA inh	1%	nt	12%	-4%	-6%	-6%	nt	-1%	-1%	-1%
Giardia killer	nt	-4	3	1	-2	12	0	0	15	-1
GALK inhibitor	-5%	nt	-1%	2%	5%	-2%	nt	0%	nt	0%
A-T KAP1 phos	7%	-8%	-1%	9%	-5%	7%	11%	?	-17%	2%
TCR act	nt	0%	-5%	0%	8%	1%	1%	4%	4%	1%
FBPA coupling cs	15	-7	-1	2	-4	1	nt	0	2	0
Tb PFK inh	2%	?	0%	-1%	-2%	3%	-1%	27µM*	0%	-4%
BCR signal inh	20%	-3%	5%	1%	6%	4%	-1%	-9%	?	?

Entries of single compounds, quoted from the list. Order of values: TSHR antagonist, KCNH2 WT inh, MLL CXXC-DNA inh, Giardia killer, GALK inhibitor, A-T KAP1 phos, TCR act, FBPA coupling cs, Tb PFK inh, BCR signal inh
`CNC(C(=O)c1ccccc1)C(OC)c1cccc([N+](=O)[O-])c1` (configuration not stated) in the list: -1, -5, -6%, 12, -2%, 7%, 1%, 1, 3%, 4%
`CC(=NCc1ccco1)c1c(O)n(C)c(=O)n(C)c1=O` in the list: 16, 5, -4%, 1, 2%, 9%, 0%, 2, -1%, 1%

4 compounds from above, ordered by heavy-atom count, ascending:
8. COc1cccc(OCCc2c(C)n[nH]c2C)c1
4. CC(=NCc1ccco1)c1c(O)n(C)c(=O)n(C)c1=O
3. CCCCc1nc2ccccc2c(=O)n1-c1ccc(Cl)cc1[N+](=O)[O-]
5. Cc1ccc(OP(=O)(NC(C)c2ccccc2)Oc2ccc(C)cc2)cc1 (configuration not stated)

Compound	8	4	3	5
TSHR antagonist	-20	16	47	3
KCNH2 WT inh	9	5	0	-44
MLL CXXC-DNA inh	-1%	-4%	12%	-6%
Giardia killer	0	1	3	-2
GALK inhibitor	0%	2%	-1%	5%
A-T KAP1 phos	?	9%	-1%	-5%
TCR act	4%	0%	-5%	8%
FBPA coupling cs	0	2	-1	-4
Tb PFK inh	27µM*	-1%	0%	-2%
BCR signal inh	-9%	1%	5%	6%

Next part
11. CC1CN(C)C(C)(C)CC1(O)c1ccccc1 (configuration not stated)
12. O=C(COc1ccccc1)N1CCN(C/C=C/c2ccccc2)CC1
13. CN1CCN(Cc2cc(C(C)(C)C)c(O)c(C(C)(C)C)c2)CC1
14. CCc1c(C)nc(N)nc1N1N=C1SCC#N
15. OC(c1cccc(Cl)c1)(c1cccc(Cl)c1)C1CN2CCC1CC2 (configuration not stated)
16. COc1ccccc1-n1c(-c2ccccc2Br)nc2ccccc2c1=O
17. Cc1oc2ccc(OC(=O)N(C)C)cc2c1C(=O)OC(C)C
18. N=c1c[n+](CC23CC4CC(CC(C4)C2)C3)[n-]o1
19. COc1cccc(C(=O)C2CCCN(Cc3ccc4nonc4c3)C2)c1 (configuration not stated)
20. OC(CN1CCCCC1)c1c[nH]c2ccccc12 (configuration not stated)

Compound	11	12	13	14	15	16	17	18	19	20
TSHR antagonist	10	-11	-1	2	27	-3	8	1	3	-9
KCNH2 WT inh	-3	6	4	9	?	2	17	8	0	6
MLL CXXC-DNA inh	-7%	-10%	8%	-1%	-7%	-2%	17%	0%	3%	0%
Giardia killer	4	17	-3	-6	-25	2	7	11	18	-3
GALK inhibitor	-2%	-3%	2%	-2%	5%	nt	0%	0%	-2%	0%
A-T KAP1 phos	-2%	1%	nt	7%	1%[11.5 µM]	-11%	15%	-4%	-4%	13%
TCR act	3%	-2%	nt	-2%	6%	-6%	-7%	2%	5%	3%
FBPA coupling cs	3	0	0	-3	-2	-2	0	1	3	1
Tb PFK inh	2%	1%	-5%	-3%	0%	-9%	1%	-2%	3%	5%
BCR signal inh	?	2%	0%	27%	?	?	4%	5%	?	-1%

21. CCCCCn1c(=O)c(C(=O)NCc2ccncc2)c(O)c2ccccc21
22. Ic1ccccc1CN[C@@H]1C2CCN(CC2)[C@@H]1C(c1ccccc1)c1ccccc1
23. NC(=O)c1ccc(N=Nc2c(O)[nH]c(=O)[nH]c2=O)cc1
24. O=[N+]([O-])c1ccc(NC2CCN(Cc3ccccc3)CC2)c2ccncc12
25. O=c1[nH]c(=S)n(CCC2=CCCCC2)c(O)c1/C=N/Nc1ccccc1
26. CC(C)(C)C(=O)O[C@H]1CC[C@@]2(C)C(=CC(=O)C3C2CC[C@]2(C)C(=O)[C@@H](F)CC32)C1 (some centres not stated)
27. O=C(COC(=O)c1cccc(O)c1)Nc1ccc(Cl)cc1C(=O)c1ccccc1
28. CN(C)C(=O)Oc1ccc2c(c1)O/C(=C\c1cccc(Cl)c1)C2=O
29. CC(C)CCNC(=O)c1cc(C(=O)c2cc(Br)ccc2O)cn(CCC(C)C)c1=O
30. O=C(CCc1nnc2ccc(NCc3ccccc3Cl)nn12)N1CCC2(CC1)OCCO2

Compound	21	22	23	24	25	26	27	28	29	30
TSHR antagonist	10	9	-4	-5	-5	-2	-1	-7	1	-4
KCNH2 WT inh	-75*	5	nt	5	1	2	-1	-20	-8	-14
MLL CXXC-DNA inh	0%	nt	?	2%	12%	nt	1%	5%	15%	7%
Giardia killer	-2	-3	nt	-3	-1	0	-12	-2	3	-10
GALK inhibitor	3%	nt	0%	14%	-4%	nt	0%	nt	-1%	1%
A-T KAP1 phos	10%	?	4%	-6%	-7%	16%	17%	0%	-2%	3%
TCR act	10%	1%	-4%[46.1 µM]	10%	2%	6%	2%[46.1 µM]	-2%	-6%	8%
FBPA coupling cs	-13	nt	0	4	7	nt	2	1	-1	-4
Tb PFK inh	5%	-17%	-8%	-1%	0%	8%	3%	-2%	2%	2%
BCR signal inh	?	?	9%	-1%	2%	-2%	-1%	5%	-4%	-1%

31. CCC(=O)Nc1cc(C(=O)N2CCC3(CC2)OCCO3)ccc1S(=O)(=O)c1ccc(C)cc1
32. Nc1ccc(Br)cc1C(=O)c1ccccc1
33. O=c1[nH]oc2c1CCNC2
34. COc1ccc(-n2c(Cc3ccccc3)nc3ccccc3c2=O)cc1
35. CCN(CC)CCCOC(=O)C(OC)(c1ccccc1)c1ccccc1
36. CCCCCn1cc(C(=O)C(=O)N2CCOCC2)c2ccccc21
37. CCOc1nc(NC(C)C)nc(N2CC3CC(C2)c2cccc(=O)n2C3)n1 (configuration not stated)
38. C=CCn1c(O)c(N=Nc2c(C)n(C)n(-c3ccccc3)c2=O)c(=O)[nH]c1=S
39. CCCC12CN3CCN(C1)CC(CCC)(C3)C2=O
40. CCOc1ccc(NC(=O)C2C3c4ccccc4C(c4ccccc43)C2C(=O)O)cc1 (configuration not stated)
41. COc1ccc(C(=O)Nc2ccccc2C(=O)N/N=C/c2ccccn2)cc1OC

Compound	31	32	33	34	35	36	37	38	39	40	41
TSHR antagonist	3	-1	-8&-2	-5	3	11	5	0	1	-7	-2
KCNH2 WT inh	-9	5	-8	6	-1	-4	nt	-10	-10	4	1
MLL CXXC-DNA inh	-4%	1%	-7%	-6%	-6%	1%	-1%	59%[activator]	-9%	-2%	5%
Giardia killer	-3	0	-5	-15	-6	-2	6	-16	2	23	-18
GALK inhibitor	-1%	0%	nt	1%	-4%	4%	8%	1%	0%	0%	11%
A-T KAP1 phos	0%	-3%	-8%	-1%	5%	6%	1%	-4%	0%	2%	-5%
TCR act	1%	-3%	-1%	1%	3%	-2%	9%	-11%[46.1 µM]	0%	-3%	1%
FBPA coupling cs	7	-2	1&-1&4	5	2	nt	2	-2	0	11	1
Tb PFK inh	-3%	0%	-2%	5%	-3%	-6%	-1%	-5%	4%	2%	3%
BCR signal inh	-9%	0%	2%	-1%	0%	-1%	0%	0%	4%	-1%	?

The list is partial (hit frequency here may not be typical).
